IMPase cell inh = qHTS Assay for Identifying the Cell-Membrane Permeable IMPase Inhibitors | inhibition (IP1 accumulation), % at 46.1 µM | CHO-M1 cells, IP1 accumulation, HTRF TR-FRET ratio | Inositol monophosphatase 1 (Rattus norvegicus), P97697 | 120,000 tested, under 10 active; active means well fitted curve in the direction sought with a large enough effect in the signal ratio, not every such curve was filed as active; inconclusive means small, poorly fitted or top-dose-only effect, or a change in a side signal; inactive means no such curve, though single readings can be large or run the other way; the % refers to the signal ratio;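 further: cells stimulated with carbachol in lithium chloride buffer; plate controls were DMSO basal wells for no effect and reference inhibitor wells for full effect; higher means more IMPase inhibition seen as more IP1 and lower FRET ratio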
Target sequence (P97697 whole entry, looked up): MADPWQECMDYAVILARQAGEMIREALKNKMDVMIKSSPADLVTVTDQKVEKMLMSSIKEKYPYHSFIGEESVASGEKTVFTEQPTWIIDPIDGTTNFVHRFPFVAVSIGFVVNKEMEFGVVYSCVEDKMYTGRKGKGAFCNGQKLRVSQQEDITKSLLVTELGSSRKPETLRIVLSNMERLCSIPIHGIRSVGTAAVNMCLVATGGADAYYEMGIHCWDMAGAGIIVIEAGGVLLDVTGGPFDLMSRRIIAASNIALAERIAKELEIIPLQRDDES
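Elevated IP1 in lysates lowers TR-FRET signal (665/620 ratio and 620 channel reported). Cells were CHO-M1, given carbachol (50 uM as added) plus 50mM LiCl, pH 7.4, 30 min, 37C; compounds titrated up to 46 uM; AC50 by Hill equation.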
15-hLO-2 inh = qHTS Assay for Inhibitors of 15-hLO-2 (15-human lipoxygenase 2); Polyunsaturated fatty acid lipoxygenase ALOX15B (Homo sapiens), O15296; purified 15hLO-2, xylenol orange hydroperoxide absorbance; Potency, µM (series often up to 57.1 µM), for inactives: at the highest dose activity change, negative = inhibition, actives largely listed as inhibitors; 110,000 tested, 0.56% active; further: potency means the concentration at half of the fitted maximal effect; nearly all actives have a fitted effect of over 60% in size; many of its hits are not listed in these tables
Target sequence (O15296 whole entry, looked up): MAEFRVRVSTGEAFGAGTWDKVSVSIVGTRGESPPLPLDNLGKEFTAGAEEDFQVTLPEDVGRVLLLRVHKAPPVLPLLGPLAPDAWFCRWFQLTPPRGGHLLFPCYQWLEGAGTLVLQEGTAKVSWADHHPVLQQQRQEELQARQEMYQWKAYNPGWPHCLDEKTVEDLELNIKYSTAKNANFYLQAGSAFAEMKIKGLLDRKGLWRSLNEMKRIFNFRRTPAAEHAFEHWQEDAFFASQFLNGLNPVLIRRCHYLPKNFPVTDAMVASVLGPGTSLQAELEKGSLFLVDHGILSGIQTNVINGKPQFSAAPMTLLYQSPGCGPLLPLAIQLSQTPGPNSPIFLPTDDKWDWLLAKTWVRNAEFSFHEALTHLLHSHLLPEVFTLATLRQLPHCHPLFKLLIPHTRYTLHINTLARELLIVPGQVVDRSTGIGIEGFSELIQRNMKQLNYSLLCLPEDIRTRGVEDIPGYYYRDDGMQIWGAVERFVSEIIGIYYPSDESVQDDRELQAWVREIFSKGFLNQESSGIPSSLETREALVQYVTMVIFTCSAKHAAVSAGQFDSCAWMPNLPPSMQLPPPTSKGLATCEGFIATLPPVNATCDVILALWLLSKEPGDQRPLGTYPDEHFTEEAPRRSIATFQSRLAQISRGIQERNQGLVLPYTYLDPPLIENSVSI
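Purified human 15hLO-2 (50 nM) preincubated 15 min with compound, then 45 uM arachidonic acid for 90 min at RT in 25 mM Hepes pH 7.5, 0.01% Triton X-100. Hydroperoxide detected by Fe-xylenol orange; 573/405 nm absorbance ratio.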
12-hLO inh = qHTS Assay for Inhibitors of 12-hLO (12-human lipoxygenase); purified 12-hLO, xylenol orange hydroperoxide absorbance; Polyunsaturated fatty acid lipoxygenase ALOX12 (Homo sapiens), P18054; 150,000 tested, 0.12% active; Potency, µM (doses to about 57.1 µM), inactives show at the top dose activity change, negative = inhibition, usual class: inhibitors; further: potency means the concentration at half of the fitted maximal effect; nearly all actives have a fitted effect of over 55% in size; many of its hits are not listed in these tables
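Hydroperoxide output read as Fe(III)-xylenol orange absorbance, 573-to-405 nm ratio, after 30 min reaction with 40 uM arachidonic acid. Enzyme: 150 nM purified human 12hLO, 15 min compound preincubation; 25 mM Hepes pH 7.0, room temperature.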
PNC inhibitor = High Content Assay for Compounds that inhibit the Assembly of the Perinucleolar Compartment; PC3M PTB-GFP, PNC prevalence imaging, 16 h; stronger effect = lower value; AID 2417, 2010; 140,000 tested, 3.1% active; activity change (PNC), negative = inhibition, % at 10 µM;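 active means readout at or below -70, meaning at least 70% loss of cells showing the perinucleolar compartment, a nuclear body marking cancer cells; inconclusive means readout between -30 and a set limit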;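 further: plate controls were DMSO wells for no effect and camptothecin positive control wells for full effect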
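Compounds are pinned in duplicate onto adhered PC3M cells stably expressing GFP-tagged PTB and incubated 16 h at 37 C. Cells are then fixed, nuclei stained with Hoechst, and PNC-positive cells counted.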
* hit, by the source's call; ? = inconclusive; / = not tested or not shown; & = joins results of further samples; [ ] = remark or other dose. Unless noted, the call rests on the fitted dose curve; in most records, active means well fitted curve in the direction sought with a large enough effect; inconclusive means small, poorly fitted or top-dose-only effect, or another doubt; inactive means no such curve, though single readings can be large; an effect the other way counts as inactive or inconclusive. Unless noted, on the % scale 0 is the no-effect control and ±100 the full control effect. Only part of the results is shown, so the mix of outcomes need not match the whole.

SMILES | IMPase cell inh | 15-hLO-2 inh | 12-hLO inh | PNC inhibitor
N#Cc1cc(-c2ccccc2)c[nH]c1=O | 6[1.84 µM] | -12%[11.4 µM] | 4% | ?
CSC(=N)N | -3&0 | 16%&1% | -3%&-3% | /
O=C1C2CC=CCC2C(=O)N1c1ccc(NCCc2ccc(O)cc2)c([N+](=O)[O-])c1 (stereo not given) | / | / | -5% | -2
Cc1ccc(S(=O)(=O)N2CCN(c3ccc4nnc(-c5ccccc5)n4n3)CC2)cc1 | 3 | 1% | -18% | 31
CCCCCCCOC(=O)C[N+](C)(C)CCOC1CC2CCC1(C)C2(C)C (stereo not given) | 6 | / | 0% | 45
CN(C)CC(C)(C)CNS(=O)(=O)c1cccc(Cl)c1Cl | 1 | -5% | 9% | 1
CC(C)N(C(=O)CSc1nc2ccccc2n1Cc1ccc(F)cc1)C(C)C | 20 | / | -1% | ?
O=C(Nc1ccc(S(=O)(=O)NCc2ccccc2)cc1)c1ccc(Br)o1 | 12 | / | 10% | ?
CCN(CC)S(=O)(=O)c1ccc(Cl)c(C(=O)NC)c1 | 1 | 6% | 0% | 4
NC(=O)NC(c1ccccc1)c1ccccc1 | 7 | 2% | 4% | 23
CCN(CC)S(=O)(=O)c1cccc(C(=O)Nc2cc(C)cc(C)c2)c1 | 7 | ? | -5% | 76
Cc1ccccc1C(=O)c1cccn1CC(=O)NCCN1CCN(c2cccc(C)c2C)CC1 | 10 | 52%[activator] | -14% | -4
O=C1C2[C@@H](c3ccccc3)N[C@@H](c3ccccc3)C1[C@H](c1ccccc1)N[C@H]2c1ccccc1 | / | -4%[11.4 µM] | 5%[11.4 µM] | /
O=C(NCc1ccccc1Cl)c1cnn2cccnc12 | -3 | -2% | 4% | 4
Cc1ccn2cc(C(=O)Nc3ccc4c(c3)OCCO4)nc2c1 | -1 | 25% | -3% | -1
Cc1cc(C)nc(N/N=C/C2=C(N3CCOCC3)C(=C/c3ccccc3)/CC2)n1 | / | / | -28% | 27
CCCn1c(CNc2ccccc2O)nc2ccccc21 | 5 | 12% | -15% | 9
O=C(Nc1c2c(nc3ccccc13)CCCC2)c1ccccc1Br | ? | / | 4% | -109*
c1ccc(-c2ccnc3nc(N4CCN(c5ccccc5)CC4)nn23)cc1 | 10 | / | -1% | 64
CCN1/C(=C2\C(=O)N(c3ccccc3)N=C2C)C=Cc2cc(C)ccc21 | / | / | -3% | ?
CCOc1nc(Nc2ccc(OC)cc2)nc(OCC)n1 | -5 | 1% | 0% | ?
O=C(Nc1ccc2c(c1)OCCO2)c1cc2sccc2n1Cc1ccccc1 | -15 | -2% | 3% | 44
COc1cc(/C=N/N2C(=O)c3ccccc3NC2(C)c2cccc([N+](=O)[O-])c2)cc(Br)c1O (stereo not given) | 9 | -12% | -15% | 19
CSc1ccc(S(=O)(=O)NCCSC(C)(C)C)cc1 | -1 | 4% | -11% | -14
O=C(NC1(C(F)(F)F)NC(=O)N(CCc2ccccc2)C1=O)C1CC1 (stereo not given) | / | / | -1% | -26
O=C(CCC1COc2ccccc2O1)NCC1COc2ccccc2O1 (stereo not given) | 8 | / | -3% | -100*
Cc1cccc(Nc2cc(=O)[nH]c(=O)[nH]2)c1C | / | / | 1% | 190
C=CCOn1c(=O)c(-c2cc3ccccc3o2)[n+]([O-])c2ccccc21 | 1 | -9% | -6% | -15
Cc1ccccc1C(=O)NNC1=NCCC1 | -12 | 4% | 1% | 31
CC(C)(C)c1nc2scc(-c3cccs3)c2c(=O)o1 | -9 | -3% | -7% | 39
Nc1c(NCCC2=CCCCC2)c(=O)[nH]c(=O)n1Cc1ccccc1 | 9 | 43%[activator] | -18% | 44
O=C(CN1C(=O)C2C3C=CC(C3)C2C1=O)NCCc1ccccc1 (stereo not given) | 1 | 7% | 1% | 8
CCCC/C=C/C(NC(=O)CCc1ccccc1)c1ccccc1 (stereo not given) | / | 7% | -1%&-4% | -119*
Cc1ccc(S(=O)(=O)N2CCC(C(=O)Nc3ccccc3N3CCCCC3)CC2)cc1 | 8 | 4% | -10% | 13
Cc1ccc(S(=O)(=O)Nc2ccccc2C(=O)Nc2ccc(S(=O)(=O)Nc3nccc(C)n3)cc2)cc1 | / | / | 2% | ?
Cc1ccc(C(NC(=O)N2CCOCC2)C(Cl)Cl)cc1F (stereo not given) | 3 | / | 0% | ?
O=C(NC(=S)Nc1ccc2[nH]ncc2c1)c1ccccc1 | 1 | ? | ? | ?
CCOC(=O)N1CCN(C(=O)CSc2nnc(-c3ccc(C(C)(C)C)cc3)o2)CC1 | 1 | / | -1% | -27
Cc1c(Cl)cccc1N1C(=O)CC(NNC(=O)c2cccnc2)C1=O (stereo not given) | 7 | / | -15% | -11
O=C(NC(=S)Nc1cccc(NC(=O)c2ccccc2)c1)c1cccc([N+](=O)[O-])c1 | / | / | 2% | 6

An excerpt from above in order of molecular weight, ascending:
SMILES | IMPase cell inh | 15-hLO-2 inh | 12-hLO inh | PNC inhibitor
O=C(NC(=S)Nc1ccc2[nH]ncc2c1)c1ccccc1 | 1 | ? | ? | ?
Nc1c(NCCC2=CCCCC2)c(=O)[nH]c(=O)n1Cc1ccccc1 | 9 | 43%[activator] | -18% | 44
O=C(NC(=S)Nc1cccc(NC(=O)c2ccccc2)c1)c1cccc([N+](=O)[O-])c1 | / | / | 2% | 6
Cc1ccc(S(=O)(=O)Nc2ccccc2C(=O)Nc2ccc(S(=O)(=O)Nc3nccc(C)n3)cc2)cc1 | / | / | 2% | ?

(next part)
SMILES | IMPase cell inh | 15-hLO-2 inh | 12-hLO inh | PNC inhibitor
COc1ccc(N2CCN(c3ncnc4c3cnn4-c3ccc(C)cc3C)CC2)cc1 | 5 | 5% | 8% | 27
COc1ccc(-c2noc(CCC(=O)N3CCN(c4cc(C)ccc4C)CC3)n2)cc1 | 3 | 7% | -2% | -17
CCN(CC)S(=O)(=O)c1ccc(OC(C)C)c(NC(=O)c2c3c(nc4ccccc24)CCN(Cc2ccccc2)C3)c1 | / | / | -3% | -20
CC1(C)C(=O)Nc2ccccc2N1C(=O)COC(=O)c1ccc(Cl)c(S(=O)(=O)NCc2ccccc2)c1 | 6 | -16% | -1% | 46
Cc1nn(CC(=O)NCc2ccc(-n3cccn3)cc2)c(C)c1[N+](=O)[O-] | / | / | -1% | 54
COc1ccc(-c2nnn(CC(=O)N(CC(=O)NCCC(C)C)Cc3cccs3)n2)cc1OC | 7 | -1% | -1% | -6
COC(=O)C1C2C=CC3(CN(CC4CCCO4)C(=O)C13)O2 (stereo not given) | -5 | -1% | 8% | 6
O=C1OCCC1Sc1nc2ccccc2[nH]1 (stereo not given) | 3 | -1% | 0% | -30
Cc1c(NC(=O)C(C)OC(=O)CC2Sc3ccccc3NC2=O)c(=O)n(-c2ccccc2)n1C (stereo not given) | -4 | -8% | 0% | 15
C#CCn1c(=NC(=O)c2cccs2)sc2cccc(OC)c21 | 13 | -6% | -2% | ?

Entries of single compounds from above. Order of values: IMPase cell inh | 15-hLO-2 inh | 12-hLO inh | PNC inhibitor
`Cc1ccc(S(=O)(=O)N2CCN(c3ccc4nnc(-c5ccccc5)n4n3)CC2)cc1` reads 3 | 1% | -18% | 31
`N#Cc1cc(-c2ccccc2)c[nH]c1=O` reads 6[1.84 µM] | -12%[11.4 µM] | 4% | ?

(list continues)
SMILES | IMPase cell inh | 15-hLO-2 inh | 12-hLO inh | PNC inhibitor
CNc1ccc(O)cc1 | / | -15% | 7% | /
COc1cccc(-c2cc(C(=O)Nn3cnnc3)c3ccccc3n2)c1 | 2 | -5% | -2% | 23
Cn1c2ccccc2c2c(C(=O)NCc3ccco3)cn(C3CCCCC3)c(=O)c21 | -8 | -20% | -8% | -4
O=S(=O)(Nc1cccnc1)c1ccc(Cl)cc1 | 10 | 3% | 2% | 2
O=C(O)C1CCN(S(=O)(=O)c2cccnc2)CC1 | 1 | -4% | 3% | 26
CC1(Br)C2CCCC1C2S(=O)(=O)c1ccccc1 (stereo not given) | 2 | / | 1% | ?
Cc1occc1C(=O)NNC(=O)NC12CC3CC(CC(C3)C1)C2 | -2 | 2% | -2% | 51
Cc1nc(C)c(C(=O)NNC(=O)c2ccc(Br)cc2)s1 | 3 | / | 5% | ?
Fc1cccc2sc(Nc3nnc(-c4ccccc4)o3)nc12 | -27 | / | 6% | -17
O=C(O)c1cc2ccc3ccccc3c2[nH]1 | -2 | -28% | -8% | -13
CCC(C)c1ccccc1OCCOCCN1CCCC1 (stereo not given) | / | / | -1% | 35
CC(=O)Nc1nc(CC(C)C)cc(-c2ccco2)c1C#N | 4 | 7% | -4% | 8
Nc1nc(NCCCN2CCOCC2)nc(Nc2ccccc2)c1[N+](=O)[O-] | / | / | 1% | -17
O=C(CC1Oc2ccccc2NC1=O)NCc1ccc(Cl)cc1 (stereo not given) | 5 | 3% | -7% | 33
COC(=O)Cn1cc(C(=O)OC)c2ccccc21 | 0 | 10% | -2% | ?
O=S(=O)(NCc1cc(-c2ccc(Cl)cc2)no1)c1ccccc1 | -4 | -2% | 0% | -11
Cc1nn(Cc2ccc(C(=O)Nc3nc4c(C)cccc4s3)o2)c(C)c1Br | 5 | 34%[activator] | -23% | -6
CCSc1nnc(NC(=O)C2Cc3ccccc3CN2S(=O)(=O)CC)s1 (stereo not given) | / | / | 3% | 56
O=C(COc1ccc2ccccc2c1Br)NC(=S)Nc1cccc(CO)c1 | / | / | 1% | 58
O=C(Nc1c(Cl)cc(Cl)cc1C(=O)NCc1cccnc1)c1ccc(Cl)cc1Cl | -3 | -1% | -1% | -15
S=C(NCCN1CCOCC1)Nc1ccc(Cl)cc1 | / | / | 2% | ?
Brc1ccc(OCc2nnc3n2CCC3)cc1 | 7 | / | 2% | -19
O=c1nc2n(c3c4c(sc13)CCC4)CCC2 | 7 | 6% | 8% | 23
Nc1nc2c3ccccc3nc(C3CC3)n2n1 | -1 | 4% | -3% | 50
Cc1ccc(CC(=O)Nc2nc3ccccc3s2)cc1 | 9 | 33%[activator] | 5% | 8
CC1=C(C(=O)Nc2cccc(F)c2)C(c2ccsc2)C2=C(CC(C)(C)CC2=O)N1 (stereo not given) | / | / | -1% | -81*
COc1ccccc1-n1nnnc1S(=O)(=O)Cc1ccc(Cl)cc1 | 5 | -5% | -8% | -25
Cc1ccc(C)c(S(=O)(=O)NC(CC(C)C)C(=O)O)c1 (stereo not given) | 1 | 8% | -5% | -29
Cc1ccc(CC(CC(=O)O)C(=O)NCc2ccccc2)cc1 (stereo not given) | / | / | 2% | 84
COC(=O)[C@@H](NC(=O)Nc1ccccc1F)C(C)C | 8 | -1% | 1% | ?
Cn1ccnc1SCC(=O)N(C1CCCCC1)C1CCCCC1 | 4 | 18% | 2% | 13
CC1CCN(C(=O)C2(NC(=O)Nc3cccc(F)c3)CCCCC2)CC1 | 5 | / | 3% | -17
O=C(/C=C/Nc1ccccc1F)c1cccs1 | 3 | / | 0% | -1
O=c1c(O)c(-c2cccc(O)c2)oc2ccccc12 | 6 | -26% | -12% | /
CON1C(=O)C(=O)N(OC)C2CCCCCC21 (stereo not given) | / | / | -1% | -19
O=C(Cn1cnc2sc(-c3ccccc3)cc2c1=O)NCc1ccco1 | -7 | ? | -3% | -90*
CCOc1cc(C)c(Cl)cc1S(=O)(=O)n1nnc2ccccc21 | -4 | -5% | -2% | 3
CCOc1ccc(OCc2ccc(C(=O)NCc3cccnc3)o2)cc1 | 4 | -4% | 0% | -22
CC(C)(C)NC(=O)c1sccc1C(=O)O | -4 | 6% | -1% | -5
O=C(c1cc(C(F)(F)F)cc(C(F)(F)F)c1)N1CCC[C@@]2(CCN(Cc3ccncc3)C2)C1 | / | 20% | 3% | /
COc1ccc(NC(=O)CNc2cccc(C#N)c2)cc1Cl | -6 | -6% | -8% | ?

Bioassay records: PubChem, National Center for Advancing Translational Sciences (NCATS)
